mec2-1 = NCI yeast anticancer drug screen, S. cerevisiae mec2-1 strain; % growth inhibition at 50 µM; actives 9% (n = 79,000);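 also: 0% = growth of vehicle-only cultures of the same strain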
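mec2-1 yeast strain, carrying an alteration in DNA damage repair or cell cycle control, was exposed to compounds; growth inhibition was measured relative to vehicle-treated controls.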
yeast sgs1 mgt1 = NCI yeast anticancer drug screen, S. cerevisiae sgs1 mgt1 strain | actives 10% (n = 78,000) | growth inhibition, % at 50 µM | AID 161, 2004;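 also: 0% = growth of vehicle-only cultures of the same strain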
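Yeast cells carrying a defined DNA-repair defect were exposed to test compounds. Growth inhibition was measured relative to vehicle-treated controls.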
yeast cln2 rad14 = NCI yeast anticancer drug screen, S. cerevisiae cln2 rad14 strain. % growth inhibition at 50 µM. AID 165, 2004. actives 8.3% (n = 78,000);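 also: 0% = growth of vehicle-only cultures of the same strain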
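Compounds are applied to the cln2 rad14 yeast strain, and growth is then compared with that of vehicle-treated cultures to give inhibition.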
yeast mlh1 rad18 = NCI yeast anticancer drug screen, S. cerevisiae mlh1 rad18 strain; growth inhibition, % at 50 µM; actives 11% (n = 79,000); AID 175, 2004;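 also: 0% = growth of vehicle-only cultures of the same strain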
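Cells of a genetically altered yeast strain, deficient in DNA damage repair, were treated with compound. Their growth was then compared with that of vehicle-treated cultures to give inhibition.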
yeast rad50 = NCI yeast anticancer drug screen, S. cerevisiae rad50 strain. growth inhibition, % at 50 µM. actives 10% (n = 79,000);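 also: 0% = growth of vehicle-only cultures of the same strain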
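Inhibition values express reduced yeast growth in compound-treated cultures relative to vehicle-treated controls.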
yeast bub3 = NCI yeast anticancer drug screen, S. cerevisiae bub3 mutant strain. actives 9.9% (n = 78,000). growth inhibition, % at 50 µM;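 also: 0% = growth of vehicle-only cultures of the same strain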
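Screening used yeast with an engineered genetic alteration affecting cell cycle control. Compound-exposed cultures were compared with vehicle cultures, and reduced growth was taken as inhibition.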
Starred values were filed as active, the others as inactive; & = joins results of further samples. Rule as the data show it: active = growth inhibition above about 70%; inactive = the rest.

SMILES | mec2-1 | yeast sgs1 mgt1 | yeast cln2 rad14 | yeast mlh1 rad18 | yeast rad50 | yeast bub3
CC(C)=C1NC(=S)NC1=S | -16 | -13 | -34 | 9 | 0 | -26
CNC(=O)c1ccc(C(C)C)cc1 | -2 | -5 | -11 | 1 | 0 | 4
COc1cccc(CCCC(=O)O)c1OC | -10 | -4 | -27 | -19 | 1 | 6
COc1cc2c(cc1OCc1ccccc1)NC(=O)C2 | 20 | 13 | -8 | -7 | 0 | -19
NC(=O)C12C3C4C1C1C2C3C41C(N)=O (stereo not given) | 12 | -2 | 16 | 21 | 29 | -6
CCC12C[N+]3([O-])CCc4c([nH]c5ccccc45)C(C(=O)OC)(c4cc5c(cc4OC)N(C)C4C(O)(C(=O)OC)C(OC(C)=O)C6(CC)C=CCN7CCC54C76)CC(C3)C1O2 (stereo not given) | -24 | -14 | -10 | -32 | -8 | -2
Cc1nn(CO)c(C)c1Br | -18 | 6 | 22 | 12 | 10 | -3
C#CC(O)C(CC)CCCC (stereo not given) | -46 | -15 | -10 | 14 | -11 | -13
Cc1cc(C(=O)O)c(C#N)c(=O)[nH]1 | -8&5 | -17&-7 | -73&8 | 2&-1 | 19&8 | -7&7

Four entries from above, with two lines to a compound:
Order of values: mec2-1 | yeast sgs1 mgt1 | yeast cln2 rad14 | yeast mlh1 rad18 | yeast rad50 | yeast bub3
CC(C)=C1NC(=S)NC1=S
  -16 | -13 | -34 | 9 | 0 | -26
CNC(=O)c1ccc(C(C)C)cc1
  -2 | -5 | -11 | 1 | 0 | 4
COc1cccc(CCCC(=O)O)c1OC
  -10 | -4 | -27 | -19 | 1 | 6
COc1cc2c(cc1OCc1ccccc1)NC(=O)C2
  20 | 13 | -8 | -7 | 0 | -19

Three entries from above, arranged by formula weight, lowest first:
SMILES | mec2-1 | yeast sgs1 mgt1 | yeast cln2 rad14 | yeast mlh1 rad18 | yeast rad50 | yeast bub3
CNC(=O)c1ccc(C(C)C)cc1 | -2 | -5 | -11 | 1 | 0 | 4
Cc1nn(CO)c(C)c1Br | -18 | 6 | 22 | 12 | 10 | -3
COc1cccc(CCCC(=O)O)c1OC | -10 | -4 | -27 | -19 | 1 | 6
